GPR55 beta-arrestin: GPR55 agonists via beta-arrestin recruitment, primary screen, imaging, U2OS cells, beta-arrestin-GFP redistribution (AID 1961) | activation, % at 10 µM, or EC50 in µM where a hit was titrated | actives 0.048% (n = 290,000) | U2OS GPR55 beta-arrestin-GFP redistribution imaging; higher % means a stronger effect;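 active = activation above 40% with more than 50 cells counted in the well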;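 also: U2OS osteosarcoma cells stably expressing GPR55 and beta-arrestin-GFP; plate controls were DMSO negative control for no effect and LPI positive control for full effect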
K1F lysis inhibition: inhibition of K1F phage lysis, E. coli UTI89, bacterial capsule biogenesis inhibitors, alamar blue (AID 488966). one-dose inhibition, % at 100 µM; IC50 in µM for titrated hits. E. coli UTI89 K1F phage lysis, alamar blue, 2 h; higher % means a stronger effect. actives 0.02% (n = 340,000);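 active = phage lysis inhibition, versus mean bacterial control, above a set limit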;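 also: capsule biogenesis inhibitors block K1F phage lysis so surviving cells raise fluorescence; higher fluorescence means more inhibition of phage lysis; actives were called in the ten point dose series up to 300 µM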
KOR beta-arrestin-1: KOR antagonists, beta-arrestin recruitment, cell-based, luminescence, uHTS (AID 1778) | KOR beta-arrestin recruitment, luminescence, antagonist mode; higher % means a stronger effect | actives 0.091% (n = 290,000) | inhibition, % at 10 µM, or IC50 in µM where a hit was titrated; in the data active = inhibition above about 50%; also: strong numbers were not always called active
NTR1 agonist: NTR1-driven beta-arrestin-GFP spot formation – imaging, U2OS cells, high content, primary screen (AID 493036); P30989; agonist mode; activation, % at 20 µM; actives 0.17% (n = 330,000);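 active = activation at or above 40% of the spot to cytoplasm intensity ratio, with at least 20 cells analyzed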;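 also: 0% = DMSO without peptide and 100% = 100 nM NTR1 peptide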
Target sequence (P30989 whole entry, looked up): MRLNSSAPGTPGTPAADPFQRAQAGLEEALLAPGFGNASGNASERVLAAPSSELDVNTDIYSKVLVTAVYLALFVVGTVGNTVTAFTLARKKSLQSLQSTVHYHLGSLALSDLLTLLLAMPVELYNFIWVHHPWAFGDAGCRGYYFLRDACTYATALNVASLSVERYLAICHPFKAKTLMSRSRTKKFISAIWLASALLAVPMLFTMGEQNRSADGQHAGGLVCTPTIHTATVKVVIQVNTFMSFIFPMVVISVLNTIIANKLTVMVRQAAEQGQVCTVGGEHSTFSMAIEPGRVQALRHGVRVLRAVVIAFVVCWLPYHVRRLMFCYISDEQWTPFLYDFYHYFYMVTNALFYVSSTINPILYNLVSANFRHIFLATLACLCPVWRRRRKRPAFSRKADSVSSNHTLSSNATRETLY
GPR55 LPI antagonism: GPR55 antagonists blocking LPI-driven arrestin recruitment, primary screen, imaging, U2OS, beta-arrestin-GFP, LPI agonist (AID 2013); U2OS GPR55 beta-arrestin-GFP translocation imaging, LPI antagonism; higher % means a stronger effect; one-dose inhibition, % at 10 µM; IC50 in µM for titrated hits; actives 0.13% (n = 290,000);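 active = spots per cell inhibited over 60%, with over 100 cells counted and total cytoplasm intensity under 500,000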;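 also: U2OS cells stably carrying GPR55 and arrestin-GFP stimulated by 5 µM LPI near EC80; imaged beta-arrestin-GFP aggregate spots per cell after agonist stimulation; plate controls were LPI-stimulated DMSO wells for no effect and DMSO wells without LPI for full effect; some results filed as inactive read as strong as hits; confirmed hits need IC50 under 10 µM and bright autofluorescent wells are also inconclusive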
KOR beta-arrestin-2: KOR agonists, beta-arrestin recruitment, primary screen, cell-based, luminescence, uHTS (AID 1777); KOR beta-arrestin recruitment, luminescence; higher % means a stronger effect; one-dose activation, % at 10 µM; EC50 in µM for titrated hits; actives 0.02% (n = 280,000); in the data active = activation above about 50%, passing the limit was not always enough; also: a part of the inactive calls stands beside numbers as strong as those of hits
NOD1 inhibition: inhibition of NOD1-driven NF-kB reporter – cell-based, luminescence, uHTS, primary screen (AID 1578). NOD1-driven NF-kB luciferase reporter cells, luminescence; higher % means a stronger effect. one-dose inhibition, % at 4 µM; EC50 in µM for titrated hits. actives 1% (n = 290,000); in the data active = inhibition mostly above about 36%, no sharp cut-off; inactive = mostly below about 34%;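 also: HEK-293T reporter cells stimulated with the NOD1 agonist gamma-tri-DAP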
MgcRacGAP inhibition: MgcRacGAP GTPase-activating activity inhibitors, confirmation, biochemical, ADP Hunter fluorescence; MgcRacGAP-stimulated Rac1 GTP hydrolysis, ADP Hunter fluorescence; higher % means a stronger effect; GST-tagged Rac1 F28L mutant substrate; actives 0.6% (n = 340,000); one-dose inhibition, % at 30 µM; IC50 in µM for titrated hits;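 active = first-screen hits whose inhibition reached a set limit at any dose in the follow-up dose series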;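 also: fluorescence reports GDP produced by GAP-driven GTP hydrolysis; strong numbers were not always called active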
GPR35 arrestin U2OS: inhibition of zaprinast-stimulated GPR35 beta-arrestin translocation – imaging, U2OS, beta-arrestin-GFP, zaprinast agonist, primary screen (AID 2058); U2OS GPR35 beta-arrestin-GFP translocation imaging, zaprinast antagonism; higher % means a stronger effect; one-dose inhibition, % at 10 µM; IC50 in µM for titrated hits; actives 0.052% (n = 290,000);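 active = inhibition of at least 50% with at least 30 cells and total cytoplasm GFP at most 10,000,000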
NTR1 agonist cell count 20 µM: further read-out of NTR1 agonist, marked with its call; cell count; measured here: cell count, cytotoxicity flag
Numbers without * were called inactive; . = no result given; & = joins results of further samples; [ ] = dose if it differs, or a comment.

SMILES	GPR55 beta-arrestin	K1F lysis inhibition	KOR beta-arrestin-1	NTR1 agonist	NTR1 agonist cell count 20 µM	GPR55 LPI antagonism	KOR beta-arrestin-2	NOD1 inhibition	MgcRacGAP inhibition	GPR35 arrestin U2OS
Cn1c(N/N=C/c2ccccc2)nc2sc3c(c2c1=O)CCC3	0.0%	-0.3%	-23%	7.0	57	18%	4.1%	-34%	17%	10%
CCOC(=O)N1CCN(C(=O)CSc2nnc(C3COc4ccccc4O3)o2)CC1 (stereo not given)	-0.1%	-1.3%	-5%	3.2	59	2%	7.9%	12%	9%	24%
CC(NC(=O)Cn1cc(Br)c([N+](=O)[O-])n1)c1ccccc1 (stereo not given)	-0.1%	0.1%	2%[20 µM]	-0.4	59	-12%	-5.3%	-25%	4%	4%
CCCCCCC(=O)N(O)C1CC(=O)N(c2ccc(C)cc2)C1=O (stereo not given)	-0.1%	-1.4%	8%	-0.5	79	4%	-7.8%	1%	2%	36%
Cc1cccc(C(=O)OC2CCCN(C)C2)c1C (stereo not given)	-0.1%	0.0%	-18%	-1.8	79	3%	-3.4%	-5%	3%	-2%
CCn1c(SCC(=O)Nc2ccc(NC(C)=O)cc2)nc2c1c(=O)n(C)c(=O)n2C	-0.2%	1.4%	-21%	0.0	49	-7%	5.2%	-31%	3%	-7%
CCN(c1ccccc1)S(=O)(=O)c1nnc(NC(=O)CC(C)C)s1	0.7%	0.3%	3%	0.0	87	4%	13%	2%	10%	-3%
Cc1ccc(-n2nc3c(=O)n(C(C)C(=O)NCc4ccc5c(c4)OCO5)nc(C)c3c2C)cc1 (stereo not given)	-0.1%	-0.1%	10%	-0.6	55	1%	-5.5%	8%	-1%	2%
CC(=O)NC(CC(=O)OCC(=O)N1CCc2ccccc21)c1ccccc1 (stereo not given)	-0.1%	0.1%	8%	-0.6	85	3%	-1.9%	6%	6%	6%
CCn1c(C)nnc1SCC(=O)Nc1ccc(Cl)cc1	-0.2%	-0.1%	-16%[20 µM]	0.8	60	-8%	-0.7%	-38%	9%	-14%
COc1cc(NC(=O)c2ccco2)ccc1NC(=O)c1ccccc1Cl	-0.1%	0.0%	11%	0.3	41	2%	-1.2%	-23%	6%	-17%
CCOc1ccc2nc3c(cc2c1)CN(CCOC)C(=NC)S3	-0.2%	-0.2%	1%	-0.2	87	0%	-1.7%	3%	11%	2%
CCN(CC(=O)NCc1cccs1)C(=O)c1cccc(S(=O)(=O)N2CCc3ccccc32)c1	-0.5%	-0.1%	14%	-1.2	71	7%	6.4%	-11%	8%	1%
CC(C)NC(=O)C1CCN(C2CCN(C(=O)/C=C/c3cccs3)CC2)CC1	-0.1%	0.3%	26%	-0.3	55	3%	-0.4%	-9%	13%	-10%
Cc1cc(OCC(=O)NCCO)ccc1Cl	0.4%	0.6%	-8%	24	85	3%	-0.3%	-25%	9%	14%
CCn1nc(NC(=O)c2ccco2)c2cc3ccccc3nc21	-0.2%	1.1%	10%	0.0	76	-2%	-6.2%	-6%	15%	-14%
Cc1ccc(-c2csc(SCC(=O)Nc3cc(C)on3)n2)cc1	-0.3%	0.4%	-43%	7.9	96	-12%	1.4%	-13%	3%	10%
Cc1c(Cl)cccc1NC(=O)CC1SCCNC1=O (stereo not given)	-0.1%	0.8%	-14%	0.4	75	6%	-1.1%	-22%	5%	3%
CCOc1ccc(CCNC(=O)CSCc2ccc(C)cc2)cc1OCC	-0.2%	-5.0%	-4%	-1.0	68	9%	-0.4%	3%	-9%	2%
COc1cc(/C=N/NC(=O)C(=O)NCc2cccnc2)ccc1O	0.2%	0.7%[50 µM]	5%	2.5	43	0%	-1.2%	-26%	25%	6%
CC(=O)c1cc2c(cc1NS(=O)(=O)c1ccc(F)cc1)OCO2	-0.3%	2.0%	17%	1.3	53	10%	-0.7%	-33%	2%	10%
Clc1cccc(Cl)c1-c1noc(CN2CCOCC2)n1	-0.2%	0.3%	3%	-0.2	53	-4%	6.3%	0%	1%	-7%
O=C(COC(=O)c1ccncc1)Nc1cc(Cl)c(Cl)cc1Cl	0.7%	.	-43%	0.4	76	0%	0.8%	-7%	.	4%
C=CCn1c(SCc2ccc(Cl)cc2)nc2cc(C(=O)N3CCC(C(N)=O)CC3)ccc2c1=O	-0.2%	0.2%	-3%	0.4	50	8%	3.5%	2%	3%	2%
O=C(N/N=C/c1cccnc1)c1ccc(O)cc1	0.3%	0.2%	-9%	0.3	106	8%	2.6%	-10%	7%	10%
CN(C)CCOC(=O)C1(c2ccccc2)CCOCC1	-0.3%&0.0%	-0.1%[50 µM]	-4%&-25%	-0.9&-0.1	63&46	13%&7%	1.4%&7.2%	8%&8%	6%&12%	-3%&11%
CN1C(=O)CC(N2CCC(C(N)=O)(N3CCCCC3)CC2)C1=O (stereo not given)	-0.2%	-0.1%	14%	1.5	65	-4%	-0.2%	.	-1%	-6%
Cc1c(Cc2ccccc2)c(=O)oc2cc(OC(=O)c3ccccc3)ccc12	-0.4%	-0.6%	8%	-2.8	105	4%	-5.5%	-19%	4%	25%
Cc1nn2c3ccccc3n(Cc3ccccc3)c2nc1=O	-0.2%	0.9%	7%	2.0	64	1%	-3.7%	-20%	10%	12%
O=C(CSc1nnc(NC(=O)CN2CCOCC2)s1)Nc1ccccc1	-0.1%	0.7%	20%	-1.0	77	3%	-4.5%	11%	8%	0%
COCCN(C(=O)c1snc(C(N)=O)c1N)C(C(=O)NC1CCCCC1)c1ccc(N(C)C)cc1 (stereo not given)	-0.1%	0.1%	-40%[20 µM]	0.5	58	16%	5.6%	15%	4%	-6%
COC(=O)c1cc(C(=O)c2ccc(Cl)cc2)n2c(=O)/c(=C\N(C)C)sc12	0.1%	0.0%	4%	7.8	76	22%	-0.4%	0%	-4%	8%
CCOC(=O)C1CCN(C(=O)C2c3ccccc3C(=O)N(C)C2c2ccc(OC)cc2)CC1 (stereo not given)	-0.1%	0.8%	-1%	-0.6	83	0%	-2.1%	-19%	7%	9%
Cc1ccc(N2CCN(S(=O)(=O)N3CCCCC3)CC2)c(C)c1	0.5%	.	8%	2.6	43	5%	5.9%	-24%	.	13%
CCCC(=O)NC(=S)Nc1ccc(N2CCN(C(=O)c3cccs3)CC2)cc1	-0.9%	-0.1%	-3%	-1.8	37	10%	-3.2%	-20%	-2%	2%
Cn1c(Cn2nnc3ccccc32)nnc1SCC(=O)N1c2ccccc2Sc2ccccc21	-0.3%	-1.3%	-69%	0.5	69	-5%	-6.7%	19%	5%	-8%
CCc1nc2sc3c(c2c(=O)n1N)CCC3	-0.2%	-0.4%	-13%	-1.9	88	-4%	2.3%	-29%	7%	11%
CN(c1ccc(C(=O)N2CCCCC2)cc1)S(C)(=O)=O	-0.2%	0.4%	5%	0.1	34	12%	2.9%	-34%	11%	18%
CCOC(=O)CN1C(=O)CC(c2ccccc2)C1=O (stereo not given)	0.2%	-1.5%	-25%[20 µM]	0.7	50	0%	-3.1%	11%	-2%	-2%
Cc1c(Cl)c([N+](=O)[O-])nn1CCCC(=O)Nc1ccc(Cl)cc1Cl	0.9%	-0.1%	-38%	0.2	62	3%	-3.6%	21%	-7%	0%
CN(C)c1ccc(CNC(=O)C2CCC(CNc3c(N4CCCCC4)c(=O)c3=O)CC2)cc1 (stereo not given)	-0.2%	-0.7%[50 µM]	0%	2.5	57	-1%	-1.2%	-9%	9%	-6%
Cc1cc(C)cc(NC(=O)CCc2nc3ccccc3[nH]2)c1	-0.1%	0.2%	-3%	-1.4	88	2%	-1.4%	-6%	6%	3%
O=C(NC1CCCCCC1)c1cccnc1Sc1ccccc1	0.3%	1.0%	-10%	-0.7	40	-13%	1.1%	-18%	7%	-8%
Cc1sc2nc3n(c(=O)c2c1C)NC(=O)CC3	-0.2%	0.2%	4%	-0.6	49	-9%	-1.2%	5%	7%	-3%

Nine structures already listed, arranged by heavy-atom count, rising:
SMILES	GPR55 beta-arrestin	K1F lysis inhibition	KOR beta-arrestin-1	NTR1 agonist	NTR1 agonist cell count 20 µM	GPR55 LPI antagonism	KOR beta-arrestin-2	NOD1 inhibition	MgcRacGAP inhibition	GPR35 arrestin U2OS
Cc1sc2nc3n(c(=O)c2c1C)NC(=O)CC3	-0.2%	0.2%	4%	-0.6	49	-9%	-1.2%	5%	7%	-3%
CCOC(=O)CN1C(=O)CC(c2ccccc2)C1=O (stereo not given)	0.2%	-1.5%	-25%[20 µM]	0.7	50	0%	-3.1%	11%	-2%	-2%
CN(c1ccc(C(=O)N2CCCCC2)cc1)S(C)(=O)=O	-0.2%	0.4%	5%	0.1	34	12%	2.9%	-34%	11%	18%
Cc1cc(C)cc(NC(=O)CCc2nc3ccccc3[nH]2)c1	-0.1%	0.2%	-3%	-1.4	88	2%	-1.4%	-6%	6%	3%
O=C(NC1CCCCCC1)c1cccnc1Sc1ccccc1	0.3%	1.0%	-10%	-0.7	40	-13%	1.1%	-18%	7%	-8%
COC(=O)c1cc(C(=O)c2ccc(Cl)cc2)n2c(=O)/c(=C\N(C)C)sc12	0.1%	0.0%	4%	7.8	76	22%	-0.4%	0%	-4%	8%
CCCC(=O)NC(=S)Nc1ccc(N2CCN(C(=O)c3cccs3)CC2)cc1	-0.9%	-0.1%	-3%	-1.8	37	10%	-3.2%	-20%	-2%	2%
CCOC(=O)C1CCN(C(=O)C2c3ccccc3C(=O)N(C)C2c2ccc(OC)cc2)CC1 (stereo not given)	-0.1%	0.8%	-1%	-0.6	83	0%	-2.1%	-19%	7%	9%
COCCN(C(=O)c1snc(C(N)=O)c1N)C(C(=O)NC1CCCCC1)c1ccc(N(C)C)cc1 (stereo not given)	-0.1%	0.1%	-40%[20 µM]	0.5	58	16%	5.6%	15%	4%	-6%

Bioassay records (PubChem)

This is a subset; the hit share may differ from the screen's.
